Bioassay records deposited in PubChem BioAssay by several laboratories.
NCOA2 inhibitor: human SRC2 (NCOA2) inhibition. AID 651957. HEK293 GAL4-SRC2 luciferase reporter, luminescence. 370,000 compounds, 0.17% hits. Q15596. inhibition, % at 9 µM;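 active = inhibition above the mean inhibition of all tested compounds plus 3 SD, set per campaign, cut at about 52% in these data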;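 note: 0% = DMSO treated cells and 100% = cells given Gossypol at 36 µM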
NCOA1 inh: inhibits human SRC1 coactivator; 360,000 compounds, 0.12% hits; inhibition, % at 3.6 µM; HEK293 GAL4-SRC1 luciferase reporter, luminescence; Q15788;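 active = inhibition above the campaign mean plus 3 SD, with each screening campaign given its own cutoff, cut at about 60% in these data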;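 note: 0% = DMSO treated cells and 100% = gossypol at 36 µM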
NCOA3 inh: human NCOA3 inhibition; Q9Y6Q9; HEK293 GAL4-SRC3 luciferase reporter, luminescence; inhibition, % at 3.6 µM; 360,000 compounds, 0.17% hits;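 active = inhibition above a per-campaign cutoff, the mean of all compounds plus 3 SD, cut at about 60% in these data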;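 note: 0% = DMSO-treated cells and 100% = gossypol-treated cells at 36 µM; higher means less SRC3-driven luciferase light from the GAL4 reporter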
Target sequence (Q9Y6Q9 whole entry, looked up, the tested form may be a part): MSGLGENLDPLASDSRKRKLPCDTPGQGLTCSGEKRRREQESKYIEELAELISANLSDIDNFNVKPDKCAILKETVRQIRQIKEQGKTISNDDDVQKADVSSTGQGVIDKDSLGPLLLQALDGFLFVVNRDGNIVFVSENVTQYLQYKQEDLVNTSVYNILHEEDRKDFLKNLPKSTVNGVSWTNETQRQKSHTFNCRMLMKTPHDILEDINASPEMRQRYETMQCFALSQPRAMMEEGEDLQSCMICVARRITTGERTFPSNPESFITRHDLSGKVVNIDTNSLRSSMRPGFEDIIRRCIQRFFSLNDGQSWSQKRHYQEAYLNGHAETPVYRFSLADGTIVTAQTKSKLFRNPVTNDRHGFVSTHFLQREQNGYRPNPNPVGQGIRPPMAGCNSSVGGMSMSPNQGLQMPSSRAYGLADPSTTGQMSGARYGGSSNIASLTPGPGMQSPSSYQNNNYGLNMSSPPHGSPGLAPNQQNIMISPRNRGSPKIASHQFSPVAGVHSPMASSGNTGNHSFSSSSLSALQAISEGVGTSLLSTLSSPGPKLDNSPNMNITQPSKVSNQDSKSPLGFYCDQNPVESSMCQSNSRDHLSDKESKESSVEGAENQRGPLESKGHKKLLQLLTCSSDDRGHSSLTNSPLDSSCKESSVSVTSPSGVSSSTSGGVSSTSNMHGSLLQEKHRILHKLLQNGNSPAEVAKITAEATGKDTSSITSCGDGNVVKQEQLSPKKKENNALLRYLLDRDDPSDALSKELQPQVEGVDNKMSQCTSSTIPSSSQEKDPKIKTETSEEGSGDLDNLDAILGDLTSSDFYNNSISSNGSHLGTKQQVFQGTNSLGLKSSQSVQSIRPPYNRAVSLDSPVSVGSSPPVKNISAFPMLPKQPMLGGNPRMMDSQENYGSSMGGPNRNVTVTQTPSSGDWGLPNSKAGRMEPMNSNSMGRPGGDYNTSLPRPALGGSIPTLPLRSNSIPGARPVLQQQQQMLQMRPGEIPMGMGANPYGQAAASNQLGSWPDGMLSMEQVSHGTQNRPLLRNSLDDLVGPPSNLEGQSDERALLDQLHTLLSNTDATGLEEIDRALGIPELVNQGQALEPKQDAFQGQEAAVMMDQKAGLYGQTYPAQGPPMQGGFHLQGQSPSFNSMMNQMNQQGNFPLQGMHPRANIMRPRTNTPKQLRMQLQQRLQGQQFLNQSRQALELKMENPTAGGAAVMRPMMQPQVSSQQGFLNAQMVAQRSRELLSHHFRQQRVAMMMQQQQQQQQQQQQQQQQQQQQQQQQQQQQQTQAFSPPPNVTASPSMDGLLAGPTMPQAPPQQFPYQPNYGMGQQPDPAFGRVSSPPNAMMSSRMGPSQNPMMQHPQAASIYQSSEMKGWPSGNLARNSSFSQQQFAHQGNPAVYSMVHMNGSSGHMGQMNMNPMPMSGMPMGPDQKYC
TWEAK Fn14 block: TWEAK-Fn14 signaling inhibition; TWEAK-stimulated Fn14 reporter cells, luciferase luminescence, 8 h; 360,000 compounds, 2% hits; inhibition, % at 10 µM; AID 1159606; in the data active = inhibition above about 50%
LRH-1 inv ag: suppresses constitutive activity of human LRH-1; O00482; HEK293T StAR-luciferase reporter, LRH-1 transfected, 24 h; inhibition, % at 3.6 µM; 360,000 compounds, 0.13% hits;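 active = inhibition above the mean inhibition of all tested compounds plus 3 SD, cut at about 73% in these data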;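 note: 0% = DMSO wells and 100% = reporter-only cells lacking LRH-1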
KKLEB cytotox: CF airway cell cytotoxicity counter-screen; KKLEB CF airway cells viability, ATPlite luminescence, overnight; stronger effect = lower value; cells stimulated with P. aeruginosa culture filtrate; activity change (cytotoxicity), % at 5 µM; 360,000 compounds, 0.36% hits;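 active = corrected activity change at or below -50% at 5 µM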
NR2F2 inh: inhibitors of human COUP-TFII (NR2F2). P24468. HEK293T NGFI-A luciferase reporter, luminescence. inhibition, % at 8.6 µM. 370,000 compounds, 0.7% hits. AID 686940;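 active = inhibition above a per-plate cutoff, mean inhibition of test wells between control levels plus 3 SD, cut at about 38% in these data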;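 note: cells cotransfected with COUP-TFII expression vector driving the NGFI-A reporter; 0% = median of COUP-TF2 test wells and 100% = reporter-only cells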
LMP1 NFkB inh: Epstein-Barr LMP1 NF-kappaB reporter inhibition. LMP1-induced NF-kappaB luciferase reporter cells, luminescence. inhibition, % at 12.5 µM. 350,000 compounds, 0.69% hits. AID 504558; in the data active = inhibition above about 41%;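 note: 0% = neutral control wells and 100% = reference inhibitor control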
CF NFkB inh: blocks PAF-induced NF-kB reporter in cystic fibrosis cells. inhibition, % at 5 µM. 360,000 compounds, 0.86% hits. AID 588850. KKLEB NF-kB-GFP reporter, GFP fluorescence overnight;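 active = at least 50% inhibition at 5 µM, scaled per plate between neutral and stimulator controls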;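 note: PAF is a Pseudomonas aeruginosa culture filtrate used as stimulus; plate controls were PAF-stimulated DMSO wells for no effect and unstimulated DMSO wells for full effect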
TROY signal inh: inhibitors of TROY-dependent NF-kB signaling. Q293 LMP1-TROYcd NF-kB luciferase reporter, 4 h. inhibition, % at 10 µM. 360,000 compounds, 0.98% hits. AID 1347056;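 active = compounds whose plate-normalised and pattern-corrected inhibition of the luciferase reporter signal at the single screening dose is 50% or more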
C8 TRAIL sens: sensitizes caspase-8 expressing cells to TRAIL | 360,000 compounds, 1% hits | inhibition (viability loss, TRAIL sensitization), % at 10 µM | NB7+C8 cells + TRAIL, ATPlite viability luminescence;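 active = compounds causing at least 50% loss of cell viability in the single-dose screen, relative to plate controls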
Active calls of the source: *; nt = not tested or not shown. No enrichment for hits, and some 4.2% of all compounds hit somewhere here.

SMILES	NCOA2 inhibitor	NCOA1 inh	NCOA3 inh	TWEAK Fn14 block	LRH-1 inv ag	KKLEB cytotox	NR2F2 inh	LMP1 NFkB inh	CF NFkB inh	TROY signal inh	C8 TRAIL sens
COc1ccc(N2C(=O)CCC(C(=O)c3ccccc3)=C2C)cc1	5	-4	12	17	8	18	0	3	6	10	-23
Cc1ccc(SCC(=O)N2N=CCC2c2ccccc2)cc1 (stereo unspecified)	-9	-10	-1	-32	6	1	-29	-5	-11	-19	3
CCOc1ccccc1NC(=O)COC(=O)CCOc1cc(C)ccc1C	-9	-7	-25	-11	-48	-6	4	4	26	-3	3
Cc1ccc(-c2nc3sc(C(N)=O)c(N)c3c3c2CCCC3)cc1	16	-34	3	-14	2	19	15	-2	-13	12	15
S=C(NC1CCCCC1)c1ccc2c(c1)OCO2	-14	-13	-28	-17	-35	6	-28	-19	-12	-4	-1
O=C(c1ccc(Cl)c(S(=O)(=O)N2CCCC2)c1)N1CCN(Cc2ccccc2)CC1	-5	6	1	-13	-15	17	8	2	2	6	0
CCCOc1ccc(-c2csc3nc[nH]c(=O)c23)cc1	-52	-58	-92	-10	-80	-6	-28	-24	4	-51	19
CN1CCN(c2nc(Nc3ccccc3)nc(N)c2[N+](=O)[O-])CC1	-14	-6	-19	9	9	-5	-1	4	11	-5	-19
O=C1CCC(C(=O)N2CCc3ccccc3C2)CN1CCCN1CCOCC1 (stereo unspecified)	-13	2	18	6	12	15	14	-5	-2	-17	1
Cc1ccn2c(Nc3ccccc3C)c(-c3ccccn3)nc2c1	20	-12	3	-40	-10	-18	17	26	26	-23	18
CNC(=O)c1ccc(Nc2nnc(-c3ccc(C)c(S(N)(=O)=O)c3)c3ccccc23)cc1	1	10	19	-14	-6	0	3	12	1	-14	-15
COC(=O)c1ccc(CNC(=O)C(C)N=C2NS(=O)(=O)c3ccccc32)cc1 (stereo unspecified)	12	-6	-6	0	-7	-3	-21	-3	1	-8	-7
CCCn1c(NC(=O)CCNC(=O)c2ccccc2Cl)nc2ccccc21	-31	8	1	-2	10	4	21	-4	15	18	5
CCOc1cc(N2CCOCC2)c(OCC)cc1NC(=O)CN1C(=O)NC(C)(C2CC2)C1=O (stereo unspecified)	-12	-25	6	11	10	14	-3	-16	-4	-18	-3
N#C/C(=C/c1ccc(-c2ccc(S(N)(=O)=O)cc2)o1)c1nc2ccccc2s1	-8	-9	12	-14	-43	13	0	-133	-284	-36	-3
O=C(NC1CCCCC1)C1CC(=O)N(c2ccccc2)C1 (stereo unspecified)	12	7	8	41	15	8	-11	1	0	10	4
C/C(=N/NC(=O)c1cc(C(C)C)[nH]n1)c1cccs1	-31	-87	-69	52*	-82	-6	-43	8	6	-35	25
CCN1C(=O)c2cccc3c(S(=O)(=O)Nc4ccccc4)ccc1c23	nt	-20	14	18	18	1	nt	-36	-153	-22	3
COc1ccc2[nH]c(=O)c(C(c3nnnn3CC3CCCO3)N3CCCCC3)cc2c1 (stereo unspecified)	7	-16	6	-6	11	2	-8	-2	14	1	0
O=C(COc1ncnc2sccc12)NC1CCS(=O)(=O)C1 (stereo unspecified)	-41	1	3	-11	15	4	-33	6	21	8	-1
CN(C)CCCN(C(=O)c1ccc2c(c1)OCCO2)c1nc2cc3c(cc2s1)OCO3	30	8	24	-39	4	4	21	-3	-3	-38	4
Cc1ccc(NC2=CC(=O)CC(C)(C)C2)c(N)c1	-59	-61	-34	14	-55	2	-23	-5	-4	31	-7
CC1(Cc2cccc(C#N)c2)C(=O)Nc2c(Cl)cccc21 (stereo unspecified)	-1	2	-8	-11	-14	10	2	nt	-30	2	6
Cc1nc2c(sc(=S)n2Cc2ccco2)c(=O)n1CC(=O)Nc1cc(F)ccc1F	0	-3	22	-17	2	-22	-2	-3	-6	6	-15
CC(C)(C)OC(=O)N1CCC(NC(=O)c2[nH]cnc2C(=O)Nc2ccccc2F)CC1	-3	2	-13	17	3	-5	-5	-12	23	6	-21
Cc1cc(C(F)F)n2nc(C(=O)Nc3sc4c(c3C#N)CCC(C)C4)nc2n1 (stereo unspecified)	1	-5	10	-13	18	-1	10	6	-6	-16	6
COc1ccc(Oc2nc(C)cc(C)c2C#N)cc1	-2	7	2	-10	-6	-13	6	9	12	-11	5
Cc1cccc(C(=O)OCC(=O)NCC(C)C)c1O	-4	8	12	6	-4	9	-4	0	5	-28	-8
O=C(/C=C/Nc1cccc(O)c1)c1ccccc1	-94	-85	-48	48	-90	0	-26	-12	-19	7	67*
COc1ccc(CNC(=O)c2cc(C)nn2-c2ccccc2)cc1	3	20	20	-19	0	2	27	1	1	-3	-5
Cc1cc(CNC(=O)COc2ccc(C)c(C)c2)c2ccccc2n1	-3	5	3	25	-22	-4	4	6	17	24	-4
Cc1cc(C)cc(OCCCCn2cncn2)c1	-2	19	7	19	17	1	3	-1	0	1	-21
COCCCn1c(=N)c(C(=O)NCC2CCCO2)cc2c(=O)n3ccccc3nc21 (stereo unspecified)	0	0	4	-21	-1	-2	10	5	1	-3	2
c1cnc2c(c1)ncc1cscc12	22	4	21	1	-1	-12	3	1	42	11	-3
CCOC(=O)CC(=O)CSC1=C(C#N)C(c2ccccc2OC)CC(=O)N1 (stereo unspecified)	-10	-8	-12	-7	-5	7	0	8	17	7	-18
COc1ccccc1-n1c(C)nnc1SCC(N)=O	5	-10	6	15	0	13	-8	-4	7	-9	2
CCCS(=O)(=O)N1CCN(c2ccccn2)CC1	0	-2	1	8	-8	-2	8	3	-10	-5	-10
CCC(C)(C)C1CCC2(CC1)NC(=O)N(CC(=O)NCCc1ccc(OC)c(OC)c1)C2=O (stereo unspecified)	14	-3	-6	-1	13	-2	12	8	12	6	4
CC1(c2nnnn2-c2ccc3c(c2)OCCO3)CCC(=O)N1CCCN1CCOCC1 (stereo unspecified)	-67	nt	nt	3	-7	nt	10	nt	nt	-3	0
CSc1cccc(NC(=O)CNC(=O)C2CCCCC2)c1	28	-1	29	8	13	0	-8	-3	4	-11	-34
CCc1ccc(NS(=O)(=O)c2ccc(OC)c3ncccc23)cc1	3	-11	18	11	3	19	-8	5	8	4	-12
COc1cc(C(=O)N2CCN(C(=O)CC(C)C)CC2)cc(OC)c1OC	24	7	-10	7	15	10	-2	2	-3	-12	-7
COc1ccc2cc(C3(C)NC(=O)N(CC(=O)NCc4ccco4)C3=O)ccc2c1 (stereo unspecified)	0	-17	1	-27	4	12	-8	-15	2	5	-15
CC(=O)Nc1ccc(S(=O)(=O)N[C@H](C(=O)O)C(C)C)cc1	16	1	-8	-12	-20	6	15	3	-17	1	1
O=C1/C(=C/c2ccc(N3CCOCC3)o2)SC(=Nc2ccccc2)N1CCc1c[nH]c2ccccc12	nt	8	31	90*	29	-51*	nt	15	-21	17	34
CCc1ccc(OCc2nnc(SCc3ccc(C(=O)O)cc3)o2)cc1	-21	-9	23	-18	-11	2	-12	-1	-22	-35	2
CCOc1ccc(CCNC(=O)c2ccc(N3CCCC3=O)cc2)cc1OCC	-19	5	-18	0	7	3	-7	7	6	-11	21
C=CCn1c(SCC(=O)NC2CCCCC2)nnc1C1CCCCC1	16	9	5	7	2	7	8	-5	8	18	4
CN(C)C(=O)NC(Nc1cccc([N+](=O)[O-])c1)C(Cl)(Cl)Cl (stereo unspecified)	15	5	-6	1	16	7	-19	5	1	-2	-3
CN(C)S(=O)(=O)N(CC(=O)N1CCN(Cc2ccccc2)CC1)c1ccccc1	19	6	-7	18	0	2	21	-1	-1	-9	2
C=CCn1cc(C(=O)NCCCOC)c(=O)c2cc(S(=O)(=O)N(CC)CC)ccc21	1	-12	-1	18	11	4	1	2	2	8	7
CC(=O)N1CCC2(CC1)CC(=O)c1cc(Cl)ccc1O2	6	9	8	11	-2	15	-4	-5	8	22	-6
COc1ccc(OC)c(/C=N/NC(=O)c2cc(-c3ccc(C)o3)nc3ccccc23)c1	-5	-17	11	18	-5	7	11	6	-20	0	46
COC(=O)c1ccc(Cl)c(NC(=O)CN2CCN(Cc3ccccc3)CC2)c1	-10	-11	20	-4	-2	-13	4	-1	-9	3	3
COc1ccc(/C=C2\N=C(C)OC2=O)cc1OC	13	-3	-5	1	-12	-3	2	-6	-5	-6	-21
CCN(C(=O)CSc1ncnc2sc(C)c(C)c12)C1CCS(=O)(=O)C1 (stereo unspecified)	10	-9	-15	15	1	-2	-10	1	4	-7	1
COc1ccc(S(=O)(=O)N2CCCCC2c2cc(C(=O)NC(C)C)no2)cc1 (stereo unspecified)	-6	9	9	-29	2	2	9	nt	0	-31	-4
O=C(CN1CCCCC1)Nc1ccc(NC(=O)c2ccccc2Cl)cc1Cl	-3	9	22	-34	8	10	-5	-2	-22	2	23
O=C(CCCC(=O)OCC(F)(F)C(F)F)Nc1nccs1	5	9	15	-8	-4	-2	-18	2	10	1	-11
O=C(CCc1nnc(Cc2ccc(-c3ccccc3)cc2)o1)NCCc1ccccn1	5	-32	1	9	3	5	6	2	7	-21	-24

Further entries follow:
SMILES	NCOA2 inhibitor	NCOA1 inh	NCOA3 inh	TWEAK Fn14 block	LRH-1 inv ag	KKLEB cytotox	NR2F2 inh	LMP1 NFkB inh	CF NFkB inh	TROY signal inh	C8 TRAIL sens
CCOc1ccccc1C(=O)NCC(=O)NCC1CCCCC1	16	-22	-8	-6	-15	6	-24	-3	17	2	5
O=C(CSc1nccn1Cc1ccccc1)Nc1nccs1	-24	-26	-10	-27	-19	1	-4	-14	-20	-26	5
COc1ccc(C(=O)NNC(=O)Cc2ccc(Cl)cc2)cc1	-25	-8	11	1	-5	12	8	11	-12	-2	6
CC1Cc2ccccc2N1C(=O)CN1CCN(S(=O)(=O)c2ccc3c(c2)OCCCO3)CC1 (stereo unspecified)	-8	-28	11	-16	19	-6	1	-7	3	0	0
O=C(NCc1cccs1)C1CCCN1C(=O)NC1CCCCC1 (stereo unspecified)	20	-3	5	3	-5	11	2	2	0	-1	2
CN(N=C(c1ccccc1)c1ccccc1)c1ccccc1	9	2	-5	0	5	13	1	-14	-21	-17	-4
O=C1CC(N2CCOCC2)C(=O)N1c1ccccc1Cl (stereo unspecified)	-40	4	22	-2	-13	5	-3	1	5	-1	-3
COc1ccc(N(CC(=O)NCCc2cccc(C)c2)S(=O)(=O)c2c(C)noc2C)cc1	nt	-6	-49	0	14	8	nt	-9	21	-5	15
